# Fam108B inh = mouse Fam108B serine hydrolase inhibitors, primary screen, counter-screen for RBBP9 inhibitor project, biochemical, fluorescence polarization; recombinant Fam108B, FP-Rh probe fluorescence polarization; inhibition, % at 9.51 µM; 300,000 tested, 0.33% active;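 active means inhibition above the screen mean inhibition plus 3 SD, computed separately per campaign, cut at about 18% in these data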;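 further: inhibitors lower polarization as less probe binds the enzyme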
# GSTO1 inh = inhibitors of recombinant GSTO1, primary screen, counter-screen for RBBP9 inhibitor project, biochemical, fluorescence polarization; inhibition, % at 5.96 µM; 300,000 tested, 1.1% active; activity-based probe fluorescence polarization;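 active means inhibition above the campaign mean inhibition plus 3 SD, cut at about 35% in these data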;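 further: 0% = GSTO1-1 with DMSO and 100% = wells lacking GSTO1-1 enzyme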
# PME-1 inh = PME-1 inhibitors via competitive probe labeling, primary screen, biochemical, fluorescence polarization, FP-Rh probe, HTS. 320,000 tested, 0.53% active. Protein phosphatase methylesterase 1 (Homo sapiens), Q9Y570. recombinant PME-1. inhibition, % at 5.9 µM;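 active means inhibition above the campaign mean of all compounds plus 3 SD, cut at about 26% in these data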;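 further: competitive labeling of PME-1 active site by serine hydrolase directed probe; 0% = PME-1 with DMSO and 100% = wells lacking PME-1 enzyme; inhibitors block probe labeling so polarization falls and inhibition rises; many of its hits are not listed in these tables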
# Target sequence (Q9Y570 whole entry, looked up): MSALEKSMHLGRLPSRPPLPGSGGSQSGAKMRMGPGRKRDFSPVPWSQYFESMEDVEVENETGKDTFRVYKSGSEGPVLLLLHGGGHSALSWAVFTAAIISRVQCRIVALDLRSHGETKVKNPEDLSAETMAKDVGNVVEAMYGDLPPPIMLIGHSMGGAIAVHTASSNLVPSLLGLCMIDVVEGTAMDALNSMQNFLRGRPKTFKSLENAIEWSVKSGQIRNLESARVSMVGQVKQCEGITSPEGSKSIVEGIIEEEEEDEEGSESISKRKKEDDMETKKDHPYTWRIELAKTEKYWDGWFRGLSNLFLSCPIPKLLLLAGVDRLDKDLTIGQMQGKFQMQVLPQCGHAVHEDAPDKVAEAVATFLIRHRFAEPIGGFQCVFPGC
# GLD-1 RNA inh = GLD-1/TGE RNA complex disruptors, primary screen, biochemical, fluorescence polarization | Female germline-specific tumor suppressor gld-1 (Caenorhabditis elegans), Q17339 | purified GLD-1 + fluorescein TGE RNA | inhibition, % at 5.96 µM | 320,000 tested, 0.44% active;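 active means percent inhibition above a per-plate cutoff, the plate mean of test compounds plus 3 SD, cut at about 30% in these data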;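 further: 0% = DMSO wells with GLD-1 and probe and 100% = wells lacking GLD-1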
# TPT1 inh = Candida albicans TPT1 enzyme inhibitors, primary screen, biochemical, fluorescence polarization; recombinant caTPT1, FP RNA substrate dephosphorylation; inhibition, % at 5 µM; 300,000 tested, 0.81% active; AID 1962, 2009;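 active means inhibition above the mean of all tested compounds plus 3 SD, set per screening campaign, cut at about 24% in these data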;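 further: plate controls were DMSO alone for no effect and ferristatin control at 100 nM for full effect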
# MEX-5 binding = MEX-5 zinc finger RNA-binding disruptors – biochemical, C. elegans, fluorescence polarization, MLPCN library, primary screen. Zinc finger protein mex-5 (Caenorhabditis elegans), Q9XUB2. MEX-5/FITC-TCR2 RNA binding; hits give low values. activity score (negative = inhibition of binding), % at 10 µM. 300,000 tested, 0.38% active;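 active means inhibition past about -25% in most replicates, and total fluorescence under double the plate's negative control median, limit read from the data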;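 further: 0% = DMSO and -100% = 5 µM competing unlabeled TCR2 RNA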
# Target sequence (Q9XUB2 whole entry, looked up): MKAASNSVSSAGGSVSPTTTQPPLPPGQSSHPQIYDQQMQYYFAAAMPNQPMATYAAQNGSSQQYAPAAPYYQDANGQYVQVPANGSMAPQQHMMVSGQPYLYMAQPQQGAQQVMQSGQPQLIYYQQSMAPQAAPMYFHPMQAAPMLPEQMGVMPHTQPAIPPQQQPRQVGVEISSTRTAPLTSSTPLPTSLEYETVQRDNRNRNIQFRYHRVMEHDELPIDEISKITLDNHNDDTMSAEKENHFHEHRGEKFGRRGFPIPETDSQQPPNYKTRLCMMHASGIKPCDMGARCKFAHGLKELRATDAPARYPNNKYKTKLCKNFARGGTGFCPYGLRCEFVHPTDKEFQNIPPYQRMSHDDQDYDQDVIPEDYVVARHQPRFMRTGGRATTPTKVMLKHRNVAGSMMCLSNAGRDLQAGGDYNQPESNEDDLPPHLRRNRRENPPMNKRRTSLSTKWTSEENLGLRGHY
# BCLXL inh = inhibitors of human Bcl-xL, primary screen, biochemical, fluorescence polarization, HTS; AID 2129, 2009; Bcl-2-like protein 1 (Homo sapiens), Q07817; 320,000 tested, 0.7% active; GST-Bcl-xL / FITC-Bim BH3 peptide fluorescence polarization; inhibition, % at 10.9 µM;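 active means inhibition above the mean of all tested compounds plus 3 SD, cutoff set per campaign, cut at about 30% in these data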;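 further: 0% = DMSO wells and 100% = unlabeled Bim-BH3 peptide competitor; inhibitors lower millipolarization by displacing the labeled peptide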
# Target sequence (Q07817 whole entry, looked up): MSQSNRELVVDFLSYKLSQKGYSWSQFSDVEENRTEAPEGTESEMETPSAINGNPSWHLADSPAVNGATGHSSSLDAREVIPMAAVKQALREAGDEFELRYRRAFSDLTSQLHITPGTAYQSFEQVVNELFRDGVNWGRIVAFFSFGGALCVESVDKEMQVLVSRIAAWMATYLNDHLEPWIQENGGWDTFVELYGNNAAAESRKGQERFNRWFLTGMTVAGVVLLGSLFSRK
# MCL1 BIM primary = inhibitors of MCL1 binding to BIM-BH3, primary screen, biochemical, fluorescence polarization; GST-MCL1 / FITC-Bim-BH3 fluorescence polarization; inhibition, % at 10.9 µM; Induced myeloid leukemia cell differentiation protein Mcl-1 (Homo sapiens), Q07820; 320,000 tested, 0.68% active; AID 2057, 2009;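 active means inhibition above the mean inhibition of all tested compounds plus 3 SD, set per campaign, cut at about 40% in these data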;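 further: 0% = DMSO wells and 100% = unlabeled Bim-BH3 peptide control; higher means more loss of mP so more displacement of Bim peptide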
# PAD4 inh = human PAD4 inhibitors, primary screen, biochemical, fluorescence polarization, 1536-well format | recombinant PAD4, RCA probe fluorescence polarization | inhibition, % at 6.36 µM | 330,000 tested, 0.41% active | AID 485272, 2010;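 active means percent inhibition above a cutoff equal to the mean of all tested compounds plus 3 SD, cut at about 15% in these data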;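 further: 0% = PAD4 with RCA probe and DMSO and 100% = probe without PAD4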
# * = called active by the depositor; · = no result given. Only part of the results is shown. The share of hits here may be higher or lower than overall.
cpd	molecule	Fam108B inh	GSTO1 inh	PME-1 inh	GLD-1 RNA inh	TPT1 inh	MEX-5 binding	BCLXL inh	MCL1 BIM primary	PAD4 inh
1	Cc1ccc(Cl)cc1N1CCN(C(=O)CCS(=O)(=O)c2cccc3nonc23)CC1	0	0	2	2	2	-1.0	6	-1	2
2	O=C(NCCN1CCOCC1)c1cc2ccccc2[nH]1	0	-2	-2	1	-6	-1.7	3	6	-4
3	CCOC(=O)c1sc(NC(=O)CSC(=S)N2CCN(C)CC2)nc1C	3	-9	3	2	2	-0.1	6	4	-1
4	COc1ccc(NC(=O)Cn2c(-c3ccccc3)cc(C(C)=O)c2C)c(OC)c1	0	9	1	1	-1	-0.6	2	-8	2
5	COc1ccc(NC(=O)CSC2=C(C#N)C(c3ccco3)C(C(=O)Nc3nc4ccccc4s3)=C(C)N2)cc1 (configuration not stated)	-40	-50	-76	-6	5	1.8	3	-7	-8
6	Cc1ccc(/C=C/c2ccc(=O)n(Cc3ccc(F)cc3)n2)cc1	-3	-5	-5	7	1	0.5	2	-10	-2
7	COc1cc2nc(CSc3ncn[nH]3)[nH]c(=O)c2cc1OC	6	8	2	6	3	-3.7	5	8	0
8	CCOc1ccc(S(=O)(=O)NCc2ccccn2)c(C)c1C	4	3	1	2	2	-2.5	0	-8	-1
9	NNc1nc2sc3c(c2c(=O)n1Cc1ccccc1)CCC3	4	19	4	5	5	-5.4	4	7	-1
10	Cc1cc(C)cc(N(C(=O)c2cc3ccccc3oc2=O)C2C=CS(=O)(=O)C2)c1 (configuration not stated)	6	7	11	0	0	-2.8	3	-3	-1
11	COc1cc2nc(NC(=O)c3ccc(Cl)cc3)[nH]c(=O)c2cc1OC	-15	-8	-6	8	-2	-2.0	5	1	2
12	CCOc1ccc(Br)cc1CSC(=N)N	2	4	2	2	-3	3.6	0	-3	1
13	CCCCC(OC(=O)c1cc2occc2n1C)C(=O)NCC1CCCO1 (configuration not stated)	4	-2	1	9	0	1.4	3	1	0
14	O=C(Nc1ccc(Cl)c(Cl)c1)N1CCC(N2CCCCC2)CC1	3	-3	-3	2	-3	1.4	7	9	-5
15	O=C(CNC(=O)c1ccccc1F)NCC(c1cccs1)N1CCOCC1 (configuration not stated)	·	·	0	2	·	·	2	-1	6
16	CCOC(=O)c1cnc(SCC(=O)NCc2ccco2)nc1N	-1	-2	2	-2	-4	-2.5	1	1	2
17	O=C(CN1C(=O)NC2(CCCCC2)C1=O)Oc1ccc2ccc(=O)oc2c1	·	·	0	-3	·	·	6	-1	3
18	CC(C)NC(=O)CC1Nc2c3ccccc3nc(=S)n2C1=O (configuration not stated)	-1	1	3	-3	-2	3.7	4	4	0
19	Cc1cc(C)cc(N2CCCn3c2nc2c3c(=O)n(CCN3CCOCC3)c(=O)n2C)c1	-5	-2	0	-6	-6	0.3	5	6	1
20	CCCCn1c(=O)[nH]c(=O)c2c1nc(-c1cc(Cl)c(OC)c(OC)c1)n2C	4	0	3	4	3	1.1	2	-2	7
21	O=C(CN1CCOCC1)Nc1ccccc1Sc1ccc(Cl)cc1	-1	-3	12	3	2	-5.4	3	2	-4
22	Cc1nc2ccccc2c(=O)n1NC(=O)c1ccc([N+](=O)[O-])cc1Cl	-2	4	2	2	-4	2.0	8	3	-3
23	COC(=O)c1c(NC(=O)C2C3C=CC(CC3)C2C(=O)O)sc(C)c1C (configuration not stated)	1	16	0	2	-6	-1.0	5	8	3
24	Nc1nc(N)nc(Cc2ccccc2O)n1	·	·	-3	4	·	·	4	5	0
25	O=C(CSc1nc(C2CCCCC2)n(-c2ccccc2)n1)NCC(F)(F)F	0	1	-1	3	-1	-4.2	0	-2	0
26	CC(NS(=O)(=O)c1ccccc1)c1n[nH]c(=S)n1-c1ccccc1 (configuration not stated)	-2	4	3	-2	-2	-3.0	-7	-8	0
27	O=C(Nc1ccc(Oc2cccnc2)cc1)C1CCCCN1Cc1ccc(CO)o1 (configuration not stated)	1	0	-1	9	1	-0.4	4	4	-2
28	Cc1ccc(S(=O)(=O)NCCC(=O)NCCSc2ccc(Br)cc2)cc1	-4	0	-2	24	0	1.4	3	7	1
29	COc1ccc(/C=C/C(=O)c2ccncc2)c2ccccc12	-1	8	-3	-35	63*	-0.9	-21	-43	-15
30	CN(C)c1ccc(/C=C2\N=C(C(C)(C)C)OC2=O)cc1	1	3	0	-63	117*	-43*	-16	-30	3
31	CCN1C(=O)CSC1=Nc1ccc(Cl)c(Cl)c1	1	3	-3	-3	-4	1.0	-5	-3	0
32	Cc1c(CCO)c(=O)n(-c2ccccc2)n1S(=O)(=O)c1ccc(F)cc1	-1	14	4	4	-6	-0.8	9	5	1
33	C[N+](C)=C1SCC(C)(/C=N/O)S1 (configuration not stated)	5	19	-1	6	-3	0.5	7	7	0
34	O=C(NCCNC1CCC(c2ccccc2)CC1)c1cccs1 (configuration not stated)	-5	0	5	5	3	0.5	2	-1	2
35	CC1CN(C(=O)CCC(=O)N2CCCCC2)c2ccccc2O1 (configuration not stated)	3	2	0	6	-1	0.3	3	4	-3
36	CN(CC1CCOCC1)C(=O)CC1C(=O)NCCN1CC1CCCCC1 (configuration not stated)	-1	3	-6	18	-12	-2.3	17	20	0
37	COc1cc(C(=O)NCCC(=O)N2CCN(C)CC2)cc(OC)c1OC	-1	0	-3	-3	-2	2.0	3	-5	-6
38	COCCNC(=O)CN(C(=O)CCC(=O)Nc1cc(C)on1)c1cccc(C)c1C	0	-1	0	-2	-3	2.0	4	7	-1
39	Cc1[nH]n(-c2ccccc2)c(=O)c1N=Nc1ccc(Cl)cc1	3	1	3	0	2	-1.6	1	11	-5
40	O=C(CSc1nnc(-c2ccccc2)o1)N1CCCCC1	-1	2	1	-6	0	-0.8	-1	3	3
41	CCOC(=O)C1CCN(C(=O)Cn2nc(C)n3nc(-c4ccc(OC)cc4)cc3c2=O)CC1	0	4	-6	-1	0	-3.6	3	7	1
42	O=C(NNS(=O)(=O)c1ccc(Cl)cc1)c1cccs1	-1	-1	-1	-1	-2	-1.1	2	2	-2
43	CC(=O)NCCc1nc2cc(NC(=O)c3ccccc3)ccc2n1C	0	3	4	10	-1	0.5	4	5	-5
44	O=C(COc1ccccc1[N+](=O)[O-])Nc1cccnc1	5	1	1	18	-4	-4.7	13	18	2
45	S=C(NCCc1ccccc1)N1CCCCC1	5	1	3	8	-4	-2.9	8	21	1
46	COC(=O)c1ccc(-c2nc(CN3CCCN(C(=O)c4ccco4)CC3)c(C)o2)cc1	-2	-4	0	6	3	-4.0	2	1	-5
47	CCOC(=O)N1CCN(S(=O)(=O)c2ccc(C(=O)Nc3nnc(C4CC4)o3)cc2)CC1	0	7	-4	-4	0	-0.4	7	7	-2
48	Cc1nnc(Sc2cc(C(=O)NC3CC3)c3ccccc3n2)s1	5	1	-1	-9	2	0.4	1	5	-2
49	CCOc1ccc(NC(=O)CCN2CCCCC2)cc1	2	-3	-1	8	-2	-0.9	6	7	5
50	COc1ccc(-n2c(C)cc(/C=C3/SC(=O)N(CC(=O)N4CCOCC4)C3=O)c2C)cc1	2	-4	-1	0	-2	4.4	3	-4	-3

# Going on with the list.
cpd	molecule	Fam108B inh	GSTO1 inh	PME-1 inh	GLD-1 RNA inh	TPT1 inh	MEX-5 binding	BCLXL inh	MCL1 BIM primary	PAD4 inh
51	CC(C)(C)C(=O)NCCc1nc(-c2ccccc2)no1	2	9	5	10	2	2.1	0	-2	3
52	COc1ccc(C(=O)N(C)C(C)c2ccon2)cc1OC1CCN(C(C)C)CC1 (configuration not stated)	2	-4	-9	-8	-3	-1.8	6	17	0
53	COc1ccc(C2/C=C\CN(CC(C)C)CC(=O)N2Cc2ccc(F)cc2)cc1 (configuration not stated)	4	15	0	13	0	1.3	-1	7	1
54	CC(=O)N1CC(=O)N(c2ccccc2)C1=O	3	1	0	9	-1	-0.3	6	8	-2
55	O=C(Nc1cccc2ccccc12)c1cnccn1	0	-8	-3	-13	-2	-0.8	3	-2	0
56	Cc1n[nH]c(=S)n1/N=C/c1cccc(OCc2ccccc2)c1	-5	-4	2	0	-1	-1.0	-23	-15	-2
57	CC12CN3CCN(CC(C3)C1(O)CN1CCCCC1)C2 (configuration not stated)	-3	3	5	1	0	4.4	-20	9	-3
58	CC(=O)Nc1ccc(-c2csc(Nc3cc(C)ccn3)n2)cc1	-3	-1	19	-8	4	0.9	-3	-7	-2
59	CCOC(=O)C1(C)/C(=N/Nc2ccccc2)C(=O)C(=O)N1c1ccccc1 (configuration not stated)	-3	7	4	-1	-2	-1.4	2	3	-1
60	CCCCn1c(SCC(=O)Nc2ccc(OC)cc2)nc2ccc(N3CCOCC3)cc2c1=O	2	12	13	3	-3	0.2	9	13	-3
61	O=C(CCC1CCCC1)NNC(=O)c1cccc(Cl)c1	1	0	1	1	-2	0.7	1	-2	-3
62	COc1cccc2c1OCC/C2=N\NC(=O)C(C)Oc1ccc([N+](=O)[O-])cc1 (configuration not stated)	0	9	-1	0	-2	-1.3	3	1	3
63	Cc1cc(NC(=O)CSc2nnc(C3COc4ccccc4O3)n2N)no1 (configuration not stated)	0	18	0	6	-5	-0.4	-1	2	-12
64	COc1ccccc1CN1[C@@H](CC(=O)O)c2ccccc2S1(=O)=O	2	2	2	4	-5	-1.8	5	7	2
65	CCOCCCNC(=O)C1CC(=O)N(CCc2ccc(C)cc2)C1 (configuration not stated)	3	2	-5	-2	-3	1.6	0	5	0
66	C/C(=N\NC(=O)c1nnn(-c2nonc2N)c1-c1ccc(Cl)c(Cl)c1)c1ccncc1	-3	-1	2	-3	1	3.0	-3	-1	-5
67	O=C(NNC(=S)NC(=O)c1cccnc1)c1ccccc1	1	12	-3	-2	-3	-3.5	12	18	4
68	Cn1cc(C(=O)N/N=C/c2ccc(Br)c([N+](=O)[O-])c2)c2ccccc21	-4	10	-1	-5	0	1.9	-11	-3	1
69	Cc1ccc(S(=O)(=O)N2CCCCC2CCNC(=O)C(=O)NCc2ccccc2C)cc1 (configuration not stated)	1	-6	2	4	-1	-3.2	4	0	-3
70	CC(C)Nc1cc(C(F)(F)F)nc(-c2ccccn2)n1	0	4	-2	-3	-3	-1.6	2	5	5
71	Cc1ccc(COC(=O)c2cc([N+](=O)[O-])ccc2N2CCOCC2)cc1	0	2	3	2	0	-0.1	7	-1	0
72	CCOC(=O)c1cn2ccc(C)cc2n1	1	5	0	2	1	0.6	0	6	3
73	C=C(C)C1CCC(C)=C1COC(=O)Nc1ccccc1 (configuration not stated)	-1	2	-3	3	1	-2.1	-2	2	-2
74	O=[N+]([O-])c1ccccc1OCc1nc(-c2cccs2)no1	2	9	-2	2	-1	-3.0	7	10	1
